# Compound activity from PubChem BioAssay.
# S1P4 antagonist – blocks the human S1P4 receptor; O95977; S1P4-expressing cells, antagonist mode, reporter read-out; inhibition, % at 4.98 µM; 0.26% of 220,000 active; in the data active = inhibition above about 29%;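 also: 0% = wells stimulated with agonist and 100% = vehicle wells without agonist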
# NPY Y1 blocker – blocks the human neuropeptide Y Y1 receptor; HEK293-CNG Y1 cells, membrane potential fluorescence; NPY at EC95, then isoproterenol; 1% of 200,000 active; P25929; inhibition, % at 3.6 µM;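 active = inhibition above the campaign mean inhibition of all tested compounds plus 3 SD, cut at about 20% in these data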;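 also: 0% = DMSO wells given NPY plus isoproterenol and 100% = isoproterenol alone without NPY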
#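 Assay system: HEK293 Y1/CNG channel cell line; Doses: single compound dose of 3.6 µM, 0.4% DMSO; Timing: dye 3 h, compound 60 min room temperature, stimulation 45 min; Technique: Membrane-potential fluorescent dye readout; Measure: % inhibition of NPY effect.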
# p97 inhibitor – human p97 ATPase inhibition; P55072; recombinant p97 ATPase, Kinase-Glo ATP luminescence, 3 h; inhibition, % at 8 µM; 0.42% of 220,000 active; AID 1481; in the data active = inhibition above about 15%;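 also: 0% = DMSO vehicle and 100% = wells lacking enzyme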
# NPY2 pot ag – potentiators or agonists of human neuropeptide Y receptor Y2; P49146; AID 1359; activation, % at 3.6 µM; 0.45% of 220,000 active; cells expressing NPY-Y2, potentiator/agonist read-out; in the data active = activation above about 27%;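 also: cells stimulated with NPY near EC25 plus isoproterenol at EC100; 0% = vehicle plus submaximal agonist and 100% = vehicle plus saturating agonist; some results beyond the cut were filed as inactive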
# Target sequence (P49146 whole entry, looked up): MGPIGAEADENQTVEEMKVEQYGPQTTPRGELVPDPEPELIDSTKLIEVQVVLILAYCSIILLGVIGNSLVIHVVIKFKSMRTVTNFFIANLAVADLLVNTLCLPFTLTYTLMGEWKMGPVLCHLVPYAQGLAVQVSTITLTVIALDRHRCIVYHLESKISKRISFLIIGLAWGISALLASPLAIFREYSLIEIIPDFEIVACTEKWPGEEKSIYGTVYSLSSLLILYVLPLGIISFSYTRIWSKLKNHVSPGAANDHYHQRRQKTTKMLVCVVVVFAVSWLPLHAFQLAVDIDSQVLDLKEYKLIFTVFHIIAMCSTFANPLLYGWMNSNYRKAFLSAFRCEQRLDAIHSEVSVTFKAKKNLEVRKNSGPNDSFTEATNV
# PGE2 EP2 inh – EP2 receptor (human) inhibition. P43116. C6 glioma cells expressing human EP2, cAMP TR-FRET; cells stimulated with saturating PGE2. inhibition, % at 25 µM. 0.52% of 260,000 active;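 active = percent inhibition above 40 after rounding to a whole number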;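 also: rat C6 glioma host cells with rolipram phosphodiesterase inhibitor present; the protocol text gives 20 µM as final concentration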
# Target sequence (P43116 whole entry, looked up): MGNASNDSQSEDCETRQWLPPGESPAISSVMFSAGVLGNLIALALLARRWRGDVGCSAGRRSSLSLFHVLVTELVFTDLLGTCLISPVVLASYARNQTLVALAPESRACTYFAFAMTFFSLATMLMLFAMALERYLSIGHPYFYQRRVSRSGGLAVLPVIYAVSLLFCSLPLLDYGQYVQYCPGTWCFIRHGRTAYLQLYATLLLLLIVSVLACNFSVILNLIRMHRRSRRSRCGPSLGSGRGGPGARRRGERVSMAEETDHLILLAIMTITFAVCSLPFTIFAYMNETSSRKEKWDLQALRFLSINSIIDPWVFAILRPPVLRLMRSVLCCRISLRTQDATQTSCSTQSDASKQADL
# EP2 mod – EP2 receptor (human) modulation. induction, % at 25 µM. 0.83% of 260,000 active. P43116. EP2-expressing cells, cAMP HTRF FRET, PGE2 co-stimulation. AID 940;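 active = compounds whose cAMP rise, as percent of the full-agonist control response, exceeds 60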;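 also: rat C6 glioma line stably carrying human EP2 under a CMV promoter; the protocol text gives 20 µM as final concentration; 100% = response of wells given 1 µM PGE2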
# S1P4 ag – human S1P4 receptor agonism. S1P4-expressing cell line, agonist reporter assay. 0.35% of 220,000 active. activation, % at 4.98 µM. O95977. AID 1509; in the data active = activation above about 11%;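 also: 0% = DMSO vehicle and 100% = reference agonist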
# eIF4E-4G inh – inhibitors of eIF4E and eIF4G interaction in translation initiation. inhibition, % at 21.7 µM. TR-FRET eIF4E-eIF4GI(517-606) binding, 2 h. P63073+Q04637. 0.37% of 220,000 active;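 active = inhibition above about 30%, limit read from the data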;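 also: 0% = full FRET control wells and 100% = background wells lacking eIF4GI fragment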
# NPY-Y1 PAM-ag – potentiates or activates human NPY-Y1 receptor; P25929; NPY-Y1 expressing cells, potentiator/agonist activation; activation, % at 3.6 µM; 0.37% of 220,000 active; AID 1304; in the data active = activation above about 33%, passing the limit was not always enough;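 also: cells stimulated with NPY at EC10 then isoproterenol at EC100; 0% = low agonist plus stimulus and 100% = saturating agonist plus stimulus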
# An asterisk follows results filed as active; / = not tested or not shown; & = joins results of further samples; [ ] = another dose, or the depositor's remark.
SMILES,S1P4 antagonist,NPY Y1 blocker,p97 inhibitor,NPY2 pot ag,PGE2 EP2 inh,EP2 mod,S1P4 ag,eIF4E-4G inh,NPY-Y1 PAM-ag
CC1(C)COC2(OC1)C(=O)N(CN1CCOCC1)c1ccccc12,4,-8,6,0,4,5,-3.3,1,5
O=C(CC1SC(=Nc2ccc3c(c2)OCCO3)NC1=O)Nc1ccc(F)cc1F (stereo unspecified),-2,/,5,-2,2,-27,0.0,1,-10
CCCN(CCC)c1nc(N)nc(-c2cc(Cl)ccc2OC)n1,6,8,-6,-5,15,12,-1.2,1,-6
Cc1ccc(-n2nnnc2SC(C)C(N)=O)c(C)c1 (stereo unspecified),1,-3,2,-5,9,19,0.3,9[fluorescence artefact?],7
CCN(CC)CCN(C(=O)c1ccc(Br)s1)c1nc2cc3c(cc2s1)OCCO3,2,7,-1,1,11,46,1.1,-1,2
CCOC(=O)C1(C(F)(F)F)N=C(c2cccnc2)OC(N2CCOCC2)=N1 (stereo unspecified),-11,-6,0,7,5,-2,1.9,-2,24
Cc1ccc(OCC(=O)N2CCOCC2)c([N+](=O)[O-])n1,-5,/,4,-7,4,-6,-1.7,-10,11
CN(C)C(=S)Nc1ccc2c(c1)OCCO2,-6,/,6,-8,8,1,-0.4,-1,-3
CC(C)CN1CCC(C(=O)N2CCN(c3ccccc3F)CC2)CC1,-22,0,3,4,6,23,1.2,1,-1
Cc1cc(-c2nnc(CCC(=O)NC(Cc3ccccc3)c3ccccc3)o2)no1 (stereo unspecified),-21,5,0,2,2,4,0.2,2,3
CSc1ncccc1C(=O)OCc1ccc(Br)cc1,-19,7,0,-16,6,44,-1.7,1,-21
O=C(NC1CCCCC1)C(c1ccccc1)N(C(=O)c1cccs1)c1ccc2c(c1)OCO2 (stereo unspecified),4,4,-2,0,8,22,-1.6,0,12
Clc1ccc(-n2nnnc2-c2cnc(-c3ccncc3)nc2-c2cccs2)cc1,-8,34*,4,-30,6,-78,0.9,2,-58
CCOC(=O)CC(NC(=O)c1cccs1)c1ccc(OCC)cc1 (stereo unspecified),-12,-3,-9,-1,8,-7,-0.5,-5,26
Cc1ccc(CC(=O)NCc2ccc(F)cc2)cc1,-5,6,1,2,9,12,-0.7,1,-12
Cn1c(C(=O)O)ccc1S(=O)(=O)N1CCCCCC1,9,/,4,-9,7,-9,-0.1,-2,13
COc1ccc(OCC(=O)N2CCN(c3cccc(Cl)c3)CC2)cc1,-2,4,-4,8,/,-27,-0.8,3,-9
Cc1ccc(C)c(C(=O)CSc2nnnn2-c2cccnc2)c1,-11,1,3,0,13,-25,0.7,-1[fluorescence artefact?],-10
C/C(=N\NC(=O)c1ccco1)c1cc2ccccc2o1,-26,6,1,6,7,22,0.6,8[fluorescence artefact?],3
CCCC(=O)N1CCN(c2ccc(NC(=O)c3ccccc3)cc2)CC1,6,-4,5,15,2,-16,-0.3,7,11
O=C(CSc1nnc(CNC(=O)c2c(F)cccc2Cl)o1)Nc1ccc2c(c1)OCCO2,-8,-1,7,7,11,7,-1.7,15[fluorescence artefact?],7
C=C(C)C1CC=C(C)/C(=N/NC(=O)COc2ccccc2Cl)C1 (stereo unspecified),-5,6,-3,-7,5,9,-1.2,8[fluorescence artefact?],-23
COc1ccc(Cl)cc1C(=O)N1CCN=C1SC,3,9,2,-2,10,15,-1.8,0,4
Cc1nc(-c2ccccn2)nc(SCC(=O)c2ccccc2)c1Cl,12,/,-1,-53,8,12,-1.1,-1,-40
O=c1[nH]c(/C=C\c2cccnc2)c([N+](=O)[O-])c(=O)[nH]1,9,-12,6,37*,3,3,-2.2,1,26
CCn1c(O)c(N=Nc2ccc3ccccc3n2)c2ccccc21,-14,/,-3,1,13,19,0.5,-2,19
COC(=O)c1ccc(CSc2nc3ccc(Cl)cc3[nH]2)o1,-12,5,5,16,12,-58,-2.4,6,11
Cn1c(C(=O)NCCN2CCCCCC2)cc2c(=O)n(C)c3ccccc3c21,-17,6,-1,-1,8,0,-2.7,-5,-10
CC1SC2(NC1=O)C1CC3CC(C1)CC2C3 (stereo unspecified),4,5,3,-11,7,-3,1.1,-5,13
Cn1c(CN2CCCC2)c(C#N)c2ccccc21,-12,4,1,4,9,22,1.5,1,12
COC(=O)C1=C(NC(=O)c2ccc(C)cc2)CCS1,2,-1,2,2,8,9,-0.2,-20,-6
Cc1ccccc1/C=c1\s/c(=C\C(=O)C(C)(C)C)[nH]c1=O,-6,22*,-6,-21,25,-26,0.9,8[fluorescence artefact?],-7
CCN1CCN(c2nc(C)nc3c2sc(=S)n3C)CC1,-8,5,-8,-4,8,15,0.5,-6[fluorescence artefact?],-58
COC(=O)COc1ccc(S(=O)(=O)Nc2ccc(C(N)=O)cc2)cc1C,-2,-2,-7,17,12,15,1.3,-3,-3
O=C(NCc1ccccn1)NC12CC3CC(CC(C3)C1)C2,3,0,-1,1,1,16,-4.8,2[fluorescence artefact?],-21
O=C(Nc1ccc2c(c1)OCO2)C1CC(=O)N(c2ccc3c(c2)OCCO3)C1 (stereo unspecified),15,0,3,13,7,-34,0.9,-2,8
Cc1cc(S(=O)(=O)N2CCN(C(=O)CCC(=O)N3CCOCC3)CC2)ccc1Br,-8,/,3,8,1,33,-0.6,-8,18
Cc1nnc2n(c1=O)C(CS(=O)(=O)c1ccccc1)CS2 (stereo unspecified),-8,0,-2,9,-1,14,1.0,-6[fluorescence artefact?],14
CC(NC(=O)CCCN1C(=O)c2ccccc2C1=O)c1ccc2c(c1)CCCC2 (stereo unspecified),11,7,-2,-9,-4,-1,0.8,2,-13
CCN1CCN(C(=O)N[C@@H](C(=O)N[C@@H]2C(=O)N3[C@@H]2SC(C)(C)[C@@H]3C(=O)O)c2ccccc2)C(=O)C1=O,-14,-1,2,1,15,26,1.7,-6,-1
COc1cccc(/C=N/Nc2nc3ccccc3n3cnnc23)c1,-5,0,4,0,20,-43,2.5,-5,20
Cc1ccc(C(=O)NC(=S)Nc2ccc(S(=O)(=O)N3CCN(C)CC3)cc2)cc1,-3,1,-4,-3,/,-47,-1.0,8,-1
CCCCc1c(O)c2ccccc2n(CCCC)c1=O,-15,7,-3,-5,12,52,1.5,-5,-24
CC(C)COc1nc2ccccc2nc1C(C#N)C(=O)NC1CCCCC1 (stereo unspecified),-2,3,4,3,16,19,2.2,7[fluorescence artefact?],7
COc1ccc(CCn2c(=O)[nH]c3cc(C(=O)N4CCN(c5ccccc5)CC4)ccc3c2=O)cc1OC,-6,2,2,8,2,8,0.2,1,7
NC(=O)[C@@H]1CCCCNc2c(F)cc([N+](=O)[O-])cc2C(=O)N[C@@H](CC(=O)O)C(=O)NCC(=O)N1,-18,3,-1,-2,13,7,-0.2,-4,-16
OCCC1CN(Cc2ccc3nsnc3c2)CCN1CCc1ccccc1 (stereo unspecified),-14,2,-2,-3,7,-10,-0.1,1,-16
C/C(=N/NC(=O)c1cccs1)c1cccc(NC(=O)C2CC2)c1,8,-1,2,-6,13,-33,1.4,5,-8
COc1ccc(CNC(=O)c2ccccc2NS(C)(=O)=O)cc1,-16,4,-1,-9,5,-18,-0.7,5,-10
O=C(NC1CC1)c1cccc(Br)c1,-7,1,2,-11,6,9,0.7,13[fluorescence artefact?],7
CCc1nnc(NC(=O)C2CCN(S(=O)(=O)c3ccc(C)cc3)CC2)s1,5,0,-4,11,11&4,27&14,-0.3,-5,4
O=C(NCc1ccco1)C(=O)NCC1OCCCN1S(=O)(=O)c1ccc(Cl)cc1 (stereo unspecified),-9,7,3,11,4,-15,-0.5,0,5
Cc1ccc2[nH]c3c(NCc4ccco4)ncnc3c2c1,2,4,6,10,17,-59,-1.7,3[fluorescence artefact?],-1
COC(=O)c1ccccc1NC(=O)Cn1cc(Br)cn1,7,1,1,-2,11,23,-1.1,5,-6
Cc1ccc(S(=O)(=O)N2CCCC(C(=O)NCc3cccnc3)C2)cc1Cl (stereo unspecified),-24,-5,-11,10,10,1,0.8,0,-12
CCOC(=O)C(=CNc1ccc(N2CCOCC2)cc1)C(=O)OCC,13,/,-2,-2,10,3,0.6,2,11
CC1Cc2ccccc2N1C(=O)COc1cccc(-n2cnnn2)c1 (stereo unspecified),-6,1,-2,-1,11,-42,-1.1,2[fluorescence artefact?],27
Cc1ccc2c(c1)C(O)(CC(=O)c1cccc(-n3cccc3)c1)C(=O)N2 (stereo unspecified),8,-6,1,4,7,-37,0.4,2,8
CC1CCCCC1NC(=O)CSc1ccsc1[N+](=O)[O-] (stereo unspecified),-6,8,3,15,5,-26,5.3,0,-1
CC1CCCN(C(=S)Nc2ccc(S(=O)(=O)N3CCCCC3)cc2)C1 (stereo unspecified),-14,/,4,8,20,-37,0.8,0,26
# The list goes on:
SMILES,S1P4 antagonist,NPY Y1 blocker,p97 inhibitor,NPY2 pot ag,PGE2 EP2 inh,EP2 mod,S1P4 ag,eIF4E-4G inh,NPY-Y1 PAM-ag
CCCN1CCC(NC(=O)CCc2nnc(Cc3cc(OC)ccc3OC)o2)CC1,1,6,4,7,15,-9,-0.5,-1,-2
CCc1ccccc1Nc1nc(N)nc(COC(=O)c2cccn2C)n1,10,-7,-7,13,13,-12,-1.3,1,-1
CN(C)c1nc(NC(C)(C)C)nc(SCC(=O)Nc2ccccc2)n1,-26,3,6,-23,5,-9,0.9,-3,-10
CNC(=O)COC(=O)/C=C/c1cn(-c2ccccc2)nc1-c1ccc2c(c1)OCCO2,7,-2,-2,-2,7,16,0.2,-1,-5
Cc1ccc(CNS(=O)(=O)NCc2ccccc2F)cc1,-3,13,6,2,13,31,0.0,2,1
CCOC(=O)Cc1cc(C)[nH]c1C(=O)OCC,-7,/,5,-4,8,-4,-0.6,-1,14
COC(=O)CSc1nnnn1-c1cccc2ccccc12,-3,-1,1,-6,8,13,-3.2,-2[fluorescence artefact?],-16
CC12CC3(C)CC(C)(C1)CC(C(=O)NCC(=O)O)(C2)C3,1,-1,-2,2,9,8,1.9,2,-1
O=C(COC(=O)CC1c2ccccc2CCN1S(=O)(=O)c1ccc(F)cc1)Nc1ccccc1 (stereo unspecified),4,4,4,1,10,4,2.5,2,4
CCC(=O)Nc1cccc2ccccc12,-3,3,-1,6,8,2,0.1,0,-2
O=C(C[n+]1ccc(C(=O)N/N=C/c2ccc(Br)cc2)cc1)c1ccccc1,7,-3,-3,11,17,-8,0.3,-2,17
O=C(CCN1c2ccccc2Sc2ccccc21)Nc1ccccc1,6,-1,-2,1,10,10,-3.5,1,-1
O=C1CCCC2=C1C(c1ccc(O)c(O)c1)Nc1ccc3ncccc3c12 (stereo unspecified),8,-3,7,2,4,4,0.9,5,1
O=C(c1ccco1)N1CCN(C(=O)c2cnn3c(C(F)(F)F)cc(-c4cccs4)nc23)CC1,-3,2,-1,-4,6,12,-2.5,6,-19
CCc1ccc(NC(=O)c2cccnc2)cc1,3,0,1,-9,3,-11,0.7,0[fluorescence artefact?],6

# Rewritten with values under each structure: entries from further up.
# Value order: S1P4 antagonist	NPY Y1 blocker	p97 inhibitor	NPY2 pot ag	PGE2 EP2 inh	EP2 mod	S1P4 ag	eIF4E-4G inh	NPY-Y1 PAM-ag
CCC(=O)Nc1cccc2ccccc12
  -3	3	-1	6	8	2	0.1	0	-2
O=C(c1ccco1)N1CCN(C(=O)c2cnn3c(C(F)(F)F)cc(-c4cccs4)nc23)CC1
  -3	2	-1	-4	6	12	-2.5	6	-19
CCc1ccccc1Nc1nc(N)nc(COC(=O)c2cccn2C)n1
  10	-7	-7	13	13	-12	-1.3	1	-1

# Not all compounds are listed; rates above refer to the full screens.
